# Compound activity (PubChem BioAssay)
# 14-3-3 Bad PPI – disrupts binding of bovine 14-3-3 zeta to phospho-Bad peptide; actives 0.71% (n = 220,000); P63103; AID 781; inhibition, % at 21.7 µM; TR-FRET 14-3-3zeta/Dy647-pBad peptide displacement, 1 h;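 active means inhibition above about 70%, limit read from the data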;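 further: 0% = full 14-3-3 plus peptide FRET controls and 100% = background without 14-3-3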
# Target sequence (P63103 whole entry, looked up): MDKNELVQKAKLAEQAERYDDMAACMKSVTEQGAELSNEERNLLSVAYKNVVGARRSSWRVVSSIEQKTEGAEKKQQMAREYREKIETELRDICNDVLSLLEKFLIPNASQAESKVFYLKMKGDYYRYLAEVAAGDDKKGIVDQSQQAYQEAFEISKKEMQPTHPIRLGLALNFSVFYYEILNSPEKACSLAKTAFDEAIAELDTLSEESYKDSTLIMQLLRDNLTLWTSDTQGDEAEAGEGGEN
# KLK5 inh – inhibitors of human kallikrein 5 | actives 0.59% (n = 210,000) | inhibition, % at 5 µM | Q9Y337 | AID 873 | recombinant hK5, fluorogenic AMC substrate cleavage;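 active means inhibition of 40% or more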;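 further: 0% = enzyme controls without compound and 100% = no-enzyme blanks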
# Target sequence (Q9Y337 67-293 limits assumed): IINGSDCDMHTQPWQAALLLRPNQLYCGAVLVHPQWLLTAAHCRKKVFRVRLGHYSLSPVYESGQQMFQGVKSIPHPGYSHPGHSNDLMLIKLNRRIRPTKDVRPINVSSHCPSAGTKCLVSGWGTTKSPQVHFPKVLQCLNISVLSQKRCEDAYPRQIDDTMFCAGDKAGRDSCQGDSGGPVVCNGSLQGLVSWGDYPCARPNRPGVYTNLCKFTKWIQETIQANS
# Wee1 degr inh – blocks degradation of human Wee1 kinase | P30291 | HeLa Luc-Wee1K328M stability, luciferase luminescence; 100% = proteasome inhibitor MG132 effect | reporter increase, % at 5 µM | actives 1.2% (n = 220,000) | AID 1321;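 active means activation above the mean of all tested compounds plus 3 SD, set per screening run, cut at about 8.8% in these data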;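 further: cells exposed to compound for 20 h before luminescence read; 0% = DMSO alone and 100% = MG132 at 30 µM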
# Target sequence (P30291 whole entry K328M): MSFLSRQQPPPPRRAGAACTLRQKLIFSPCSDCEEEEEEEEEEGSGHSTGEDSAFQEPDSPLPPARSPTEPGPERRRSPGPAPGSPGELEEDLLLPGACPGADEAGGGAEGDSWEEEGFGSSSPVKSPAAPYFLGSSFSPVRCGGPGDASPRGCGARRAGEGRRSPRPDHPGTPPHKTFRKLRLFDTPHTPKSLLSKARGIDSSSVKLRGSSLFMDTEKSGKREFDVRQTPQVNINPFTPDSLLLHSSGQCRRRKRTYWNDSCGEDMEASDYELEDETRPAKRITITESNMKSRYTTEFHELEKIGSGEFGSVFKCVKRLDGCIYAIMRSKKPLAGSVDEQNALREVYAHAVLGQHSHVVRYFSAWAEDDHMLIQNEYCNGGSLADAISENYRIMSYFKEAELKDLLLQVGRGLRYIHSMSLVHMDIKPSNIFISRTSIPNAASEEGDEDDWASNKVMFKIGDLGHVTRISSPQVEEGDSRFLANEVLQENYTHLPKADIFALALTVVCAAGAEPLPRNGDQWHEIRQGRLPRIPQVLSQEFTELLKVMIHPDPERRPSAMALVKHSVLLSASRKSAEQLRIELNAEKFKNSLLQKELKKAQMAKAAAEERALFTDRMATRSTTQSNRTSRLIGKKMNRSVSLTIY
# FXIIa inh – blocks human coagulation factor XIIa protease activity | P00748 | purified FXIIa, Boc-QGR-AMC fluorogenic substrate, 2 h | inhibition, % at 5 µM | actives 0.3% (n = 220,000) | AID 800; in the data active means inhibition above about 40%;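 further: 0% = enzyme with no compound and 100% = blank without enzyme; many of its hits are not listed in these tables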
# thrombin 1536 – thrombin (human) inhibition | P00734 | alpha-thrombin, Boc-VPR-AMC fluorogenic substrate cleavage | inhibition, % at 5 µM | actives 0.26% (n = 220,000);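 active means inhibition at or above 40%; inactive means inhibition below 40%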;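 further: 0% = enzyme with no compound and 100% = wells without enzyme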
#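 System: Human alpha-thrombin protein | Medium: pH 7.5 Tris (50 mM) with NaCl 150 mM, Tween 20 0.05% | Times: Enzyme reaction carried out at room temperature | Detection: AMC fluorescence, 355/460 nm | Evaluation: Percent inhibition scaled between no-compound controls and no-enzyme blanks | Benchmarks: Enzyme without compound as high, wells lacking enzyme as low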
# FXIa inh – blocks human coagulation factor XIa protease activity | inhibition, % at 5 µM | AID 798 | P03951 | purified FXIa, Boc-Glu-Ala-Arg-AMC fluorogenic substrate | actives 0.14% (n = 220,000);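 active means inhibition of at least 40%; inactive means inhibition below 40%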;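 further: fluorescence of freed AMC excited at 355 nm; 0% = enzyme without compound and 100% = no enzyme blank; many of its hits are not listed in these tables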
# Runt-CBFb FRET – Runt domain-CBFb interaction inhibition. Q01196+Q13951. Cerulean-Runt/Venus-CBFb FRET ratio 530/480, 1 h. inhibition, % at 20 µM. actives 0.46% (n = 220,000);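 active means inhibition over about 50% at 20 µM in the single-dose screen, limit read from the data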;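 further: 0% = DMSO wells and 100% = excess unlabeled CBFb competitor control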
#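 test system = Cerulean-Runt domain fusion protein, energy donor | probe or stimulus = Venus-CBFb binding partner, 100 nM | incubation = two 1 h room-temperature incubations shielded from light | detection = fluorescence energy transfer, 422 nm excitation, 530/480 nm emission | measure = loss of energy transfer signal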
# Runt-SMMHC FRET – inhibitors of human RUNX1 Runt domain binding to CBFb-SMMHC. Q01196+Q13951. Cerulean-Runt/Venus-CBFb-SMMHC FRET ratio 530/480, 1 h. inhibition, % at 20 µM. actives 0.74% (n = 220,000). AID 1434;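 active means mean inhibition across duplicate retests at 20 µM reaching about 50%, limit read from the data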;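 further: 0% = DMSO wells and 100% = wells with excess untagged CBFb-SMMHC; inhibitors lower the FRET ratio by blocking Runt binding to CBFb-SMMHC; some results filed as inactive read as strong as hits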
# Hck Nef HTS – inhibitors of human Hck kinase activated by Nef. Recombinant Hck-YEEI plus Nef, Z-Lyte FRET kinase assay. actives 0.68% (n = 220,000). inhibition, % at 20 µM;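 active means Hck-Nef kinase inhibition above about 50%, limit read from the data; inactive means inhibition below that limit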;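 further: 0% = DMSO with Hck plus Nef and 100% = Hck alone without Nef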
# Active calls of the source: *; x = no result given; [ ] = remark or other dose.
No.	SMILES	14-3-3 Bad PPI	KLK5 inh	Wee1 degr inh	FXIIa inh	thrombin 1536	FXIa inh	Runt-CBFb FRET	Runt-SMMHC FRET	Hck Nef HTS
1	COc1ccc(C2=NN(C(=O)c3cccs3)C(c3ccccc3OC)C2)cc1OC (centres undefined)	-5	-23	-2	-9	-1	-5	0	0	2
2	O=C(/C=C/c1ccccc1O)c1ccc(Cl)cc1	-4	x	8	26	7	14	0	-8	-8
3	C=CCNC(=O)c1c(Cl)cnn1-c1ccc(C)cc1	-10	x	9.2*	7	0	2	0	2	1
4	COc1ccc(COC(=O)c2n[nH]c3ccccc23)cc1F	8	5	3	12	-1	5	0	1	-1
5	COc1ccc2c(c1)N(C)/C(=C1/SC(=NCc3ccccc3)N(c3ccccc3)C1=O)S2	x	-4	5	9	-3	-2	-32	-62	5
6	N=C1/C(=C\c2coc3ccc(O)cc3c2=O)C(=O)N=C2SC=CN12	24	0	2	5	-4	2	-38	-332	24
7	O=C1CN(C(=O)COC(=O)c2oc3ccccc3c2COc2ccccc2)c2ccccc2N1	6[fluorescence artefact?]	-17	-2	47*	3	20	-4	-6	-12
8	CCOC(=O)Cn1c(=O)c2c(nc(Br)n2Cc2ccccc2)n(C)c1=O	x	x	-3	x	x	x	-1	-5	-1
9	O=C(CBr)N1CCc2ccccc2C(c2ccccc2)C1 (centres undefined)	3	4	1	10	-1	2	5	4	14
10	CC1(C)CC(=O)c2cc(C(=O)NCc3ccco3)c(=O)n(-c3ccc(Cl)cc3)c2C1	29	-2	4	10	-2	7	1	-2	1
11	CC(C)Cn1c(-c2cccs2)nc2ccccc21	9	1	4	-2	0	4	0	-2	3
12	CCCNC(=O)C(=O)NCc1ccccn1	-2	-6	-2	3	-5	-2	0	1	-8
13	COc1ccc(C(CC(=O)N2CCN(c3ccccc3)CC2)c2c(O)cc(OC)cc2OC)cc1 (centres undefined)	2	0	x	2	-4	0	1	0	16
14	COc1ccc(/C=N/Nc2nnc(Cc3ccccc3)c(=O)[nH]2)cc1OC	-3	5	0	14	4	-1	-3	0	8
15	N#Cc1ccc(CSc2nnc(-c3ccccn3)n2-c2ccccc2)cc1	-10	-28	1	6	1	-7	17	4	0
16	Cn1c(SCc2c(F)cccc2Cl)nc2c(c1=O)SCC2	-11	2	2	11	1	-2	0	1	-8
17	CCOc1cccc(/C(O)=C2/C(=O)C(=O)N(CCN3CCOCC3)C2c2ccncc2)c1 (centres undefined)	-2	7	1	14	1	2	4	-7	24
18	CC1(C)CC(=O)C2=C(C1)Nc1ccccc1NC2c1cccs1 (centres undefined)	-9	4	0	11	-6	1	x	x	20
19	CC1=NN(c2ccc(Cl)c(C(=O)O)c2)C(=O)/C1=C\c1ccc(-c2ccc(C(=O)O)cc2)o1	-25	0	3	11	9	5	19	16	42
20	CCC1CCCCN1C(=O)CSc1nnc(CNC(=O)c2ccco2)o1 (centres undefined)	0	17	2	10	5	-14	-1	-3	6
21	O=c1c2ccccc2nc(SCCN2CCCCC2)n1CCc1ccccc1	-13	-1	1	1	5	-3	x	x	25
22	O=C(N/N=C/C(c1ccccc1)c1ccccc1)c1ccccc1F	-3	2	-2	10	0	1	9	-4	33
23	CCn1c(=O)cc(OCC(=O)N2CCCC2)c2ccccc21	3	25	0	2	0	-9	1	2	1
24	CCc1cccc(CC)c1NC(=S)Nc1ccc2cn[nH]c2c1	-1	-1	1	10	-1	0	5	2	23
25	CS(=O)(=O)N(Cc1ccc(C(=O)N2CCc3ccccc3C2)cc1)c1ccccc1	-6	-5	-2	1	-9	-6	1	2	22
26	Cc1cc(C)c2nc(SC(C)C#N)cc(C)c2c1 (centres undefined)	0	2	0	15	1	11	-2	-4	0
27	CN(CCO)CC(O)Cn1cnc2c1c(=O)n(C)c(=O)n2C (centres undefined) (tested in a mixture with another compound)	7	-7	1	7	x	-3	1	3	-4
28	O=C(Nc1cccc(O)c1)c1cnn2cccnc12	9	-12	5	13	4	1	1	2	2
29	CCN(C(=O)Cc1c(C(=O)O)[nH]c2ccccc12)c1cc(OC)ccc1OC	-3[fluorescence artefact?]	-28	-3	-21	-4	-10	0	-4	0
30	CCOC(=O)CSCC(NC(=O)OC(C)(C)C)C(=O)OCC (centres undefined)	6	-5	0	11	-5	-2	-3	-4	0
31	Cc1ccc(C(=O)NCCN2C3=NC[C@@H](Cc4ccccc4)N3C[C@H]2Cc2ccc(O)cc2)cc1Br	3	-3	2	3	-6	-2	-2	-5	-21
32	CC(C)(O)CNC(=O)Nc1ccc(Cl)c(Cl)c1	1	-1	1	0	-2	-3	0	1	15
33	C/C(O)=C\c1nc(=O)c2c(C)cc(C)nc2n1-c1ccccc1	-5	-10	-2	12	-3	5	1	0	0
34	O=c1c(Oc2ccccc2F)coc2cc(OCc3cnn(-c4ccccc4)c3)ccc12	-4	-24	2	9	-1	4	-1	-6	1
35	CC1CC(C)(C)N2C(=O)C3(Nc4ccccc4S3)c3cccc1c32 (centres undefined)	2	4	1	0	-1	5	0	2	-2
36	CCc1ccc(Nc2nnc(SCC(=O)Nc3ccc(C(=O)O)cc3)s2)cc1	0	-4	1	9	2	9	2	-3	-5
37	Clc1ccc(COn2nnc3ccccc32)c(Cl)c1	-2	-24	0	7	-10	-1	-2	-1	10
38	COc1ccc(/C=C(\NC(=O)c2ccc(OCC(C)C)cc2)C(=O)OCc2ccco2)cc1	2	-3	-1	22	4	25	-1	5	2
39	CC(C)C[C@H](NC(=O)c1nc[nH]c1C(=O)N1CCN(C(=O)OC(C)(C)C)CC1)C(=O)OC(C)(C)C	-9	4	0	11	2	2	-3	0	4
40	N#CN(Cc1ccccc1)Cc1ccccc1	0	1	-1	10	4	1	1	1	18
41	COc1ccc(OC)c(/C=C2/Sc3ccccc3C2=O)c1	7	8	0	13	-3	5	-21	-66	13
42	Cc1ccc2cc(CCNC(=O)CC(C)C)c(=O)[nH]c2c1	13[fluorescence artefact?]	2	-3	10	2	4	x	6	12
43	O=C(Nc1ccc(N2CCCC2)cc1)c1cccc(F)c1	6	-20	0	-24	-12	-8	10	5	-1
44	O=C(CSc1nnc(NCc2ccccc2)s1)c1ccco1	-10	-8	-1	14	3	7	0	2	0
45	Cn1ncc2cc(NC(N)=S)ccc21	-11	8	0	1	4	0	1	0	-2
46	CCN(CCNC(=O)c1ccc2nc(-c3ccccc3NC(C)=O)c(=O)[nH]c2c1)c1ccccc1	1	27	0	3	-7	-5	7	0	2
47	COc1ccc2nc(SCC(=O)N3CCCCCC3)c(C#N)cc2c1	-5	-6	-2	13	3	-7	-2	2	-1
48	COc1ccc(N(Cc2cc3cc(OC)ccc3[nH]c2=O)C(=O)c2cccnc2)cc1	x	-18	0	-21	-4	-18	1	-1	0
49	O=C(CN1CCN(c2ccccn2)CC1)Nc1ccc(Cl)c(C(F)(F)F)c1	0	2	2	9	-1	4	0	0	1
50	CCOC(=O)c1ccc(N2C(=O)c3n[nH]c(C)c3C2c2cccnc2)cc1 (centres undefined)	2	-13	-2	8	-8	-6	0	4	-1

# Later entries:
No.	SMILES	14-3-3 Bad PPI	KLK5 inh	Wee1 degr inh	FXIIa inh	thrombin 1536	FXIa inh	Runt-CBFb FRET	Runt-SMMHC FRET	Hck Nef HTS
51	O=C(/C=C/c1ccccc1)NCC(=O)N/N=C/c1ccccc1[N+](=O)[O-]	13	1	-3	7	-1	-4	-14	-10	26
52	O=C(O)CCc1ccc(-c2cccs2)n1NC(=O)c1cccs1	-16	-24	-2	9	2	1	48	44	9
53	COc1cccc(C(=O)NCc2nnc(SCC(=O)Nc3nccs3)n2-c2cccc(C)c2)c1	-9[fluorescence artefact?]	-9	6	11	0	5	-6	0	11
54	Cc1cc2ccccc2c(=O)n1CC(=O)NCC(=O)N1CCCC1	0	-9	0	16	2	2	0	-4	-3
55	Cc1ccc2c(c1)N(CC(=O)N(Cc1ccccn1)Cc1ccco1)C(=O)C(C(C)C)O2 (centres undefined)	0[fluorescence artefact?]	-2	0	12	0	6	-5	-2	4
56	COC(=O)C1C(c2ccccc2)C(C(=O)OCc2ccco2)C1c1ccccc1 (centres undefined)	-2	-8	-2	2	-2	0	-2	-1	8
57	Cc1cc(=O)[nH]c(SCn2nnc3ccccc3c2=O)n1	-12	-12	5	-2	-3	-3	-2	2	-7
58	CC(C)C(=O)Nc1ccnc(-c2cccnc2)n1	-7[fluorescence artefact?]	-10	-3	5	2	6	3	3	0
59	COc1cc2nc(CN(C)Cc3nc4ccccc4c(=O)[nH]3)[nH]c(=O)c2cc1OC	0[fluorescence artefact?]	-49	1	15	-2	2	0	-17	8
60	CCS(=O)(=O)N1CCC(C(=O)N2CCOCC2)CC1	1	5	2	2	-7	-3	2	-6	35

# Sorted by length of the SMILES (descending): part of the list above.
No.	SMILES	14-3-3 Bad PPI	KLK5 inh	Wee1 degr inh	FXIIa inh	thrombin 1536	FXIa inh	Runt-CBFb FRET	Runt-SMMHC FRET	Hck Nef HTS
55	Cc1ccc2c(c1)N(CC(=O)N(Cc1ccccn1)Cc1ccco1)C(=O)C(C(C)C)O2 (centres undefined)	0[fluorescence artefact?]	-2	0	12	0	6	-5	-2	4
51	O=C(/C=C/c1ccccc1)NCC(=O)N/N=C/c1ccccc1[N+](=O)[O-]	13	1	-3	7	-1	-4	-14	-10	26
58	CC(C)C(=O)Nc1ccnc(-c2cccnc2)n1	-7[fluorescence artefact?]	-10	-3	5	2	6	3	3	0

# (next part)
No.	SMILES	14-3-3 Bad PPI	KLK5 inh	Wee1 degr inh	FXIIa inh	thrombin 1536	FXIa inh	Runt-CBFb FRET	Runt-SMMHC FRET	Hck Nef HTS
61	CCc1ccccc1N(C(C)=O)c1nc(CN=C=S)cs1	9	1	5	5	x	0	-1	86	13
62	O=C(CSc1nc2ccccc2s1)NC1CCS(=O)(=O)C1 (centres undefined)	4	-2	11*	2	-7	-6	0	-1	1
63	O=C1CCCN1CCCNC(=S)Nc1ccc(Cl)cc1Cl	-10	-2	5	7	-24	-7	2	-2	12
64	O=P(CCO)(c1ccccc1)c1ccccc1	-4	-4	0	x	-8	-4	2	-6	-6
65	CC(C)CC1NC(=O)N(CCCCN2C(=O)c3ccccc3C2=O)C1=O (centres undefined)	-7	2	-1	11	1	0	-1	1	21
66	O=C(O)c1cc(-c2ccc(O)cc2)nc2ccccc12	-1	-5	6	4	1	-10	1	3	3
67	CCCn1c2c(c(O)c(C(=O)Nc3ncccc3C)c1=O)CCCC2	4	17	0	15	1	1	-3	4	0
68	Oc1ccc(C=Nc2cccc3ncccc23)c(O)c1	-11[fluorescence artefact?]	-3	-1	-8	-13	-4	13	26	1
69	CCOC(=O)c1cc2n(c1C)-c1ccccc1C2=O	-1	4	0	11	5	8	-4	-2	7
70	O=C(CN1CCC(O)(c2cccc(F)c2)CC1)NCCc1c[nH]c2ccccc12	-1	2	4	10	3	-1	-2	-1	26
71	CC1=C(C(=O)OCc2ccccc2)C(c2cccc([N+](=O)[O-])c2)NC(=O)N1CCCCCC(=O)O (centres undefined)	7[fluorescence artefact?]	-11	0	3	-3	-5	-2	4	-3
72	O=C(c1ccco1)N1CCN=C1SCc1c(F)cccc1Cl	-2	-2	-1	4	-3	1	-10	3	0
73	CS(=O)(=O)N(Cc1ccccc1)c1ccc(C(=O)NCC2CCCO2)cc1 (centres undefined)	-10	4	-2	-16	-5	-8	2	-6	0
